LmPK inhibitor = blocks Leishmania mexicana pyruvate kinase activity. 290,000 tested, 0.37% active. purified LmPK, Kinase-Glo ATP luminescence, 1 h. Q27686. AID 1721. Potency, µM (titrated, usually from 57.5 µM), for inactives: at the top dose activity change, negative = inhibition, most hits filed as inhibitors; further: potency means the concentration at half of the fitted maximal effect
Target sequence (Q27686 whole entry, looked up): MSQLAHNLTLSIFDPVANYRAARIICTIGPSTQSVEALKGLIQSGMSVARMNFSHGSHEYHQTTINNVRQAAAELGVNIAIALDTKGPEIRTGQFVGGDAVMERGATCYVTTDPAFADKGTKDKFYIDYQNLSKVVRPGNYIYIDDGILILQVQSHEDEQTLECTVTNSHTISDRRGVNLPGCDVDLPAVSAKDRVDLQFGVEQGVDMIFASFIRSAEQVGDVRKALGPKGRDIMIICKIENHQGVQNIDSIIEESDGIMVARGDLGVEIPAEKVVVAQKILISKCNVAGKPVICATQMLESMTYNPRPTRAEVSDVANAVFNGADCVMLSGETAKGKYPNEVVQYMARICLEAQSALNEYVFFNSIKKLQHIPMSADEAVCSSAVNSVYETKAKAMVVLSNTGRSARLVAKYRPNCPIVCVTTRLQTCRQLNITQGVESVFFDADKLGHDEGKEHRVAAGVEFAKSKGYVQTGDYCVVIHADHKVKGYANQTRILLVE
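ATP generated from ADP (0.1 mM) and PEP (0.5 mM) by 0.1 nM LmPK over 1 h at room temperature (pH 7.2 imidazole buffer) was detected by coupled luciferase luminescence. Values were normalized to uninhibited and no-enzyme wells.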
HCMV inh = inhibitors of human cytomegalovirus. HFF cells, HCMV-luciferase reporter, 72 h; stronger effect = lower value. activity change, negative = inhibition, % at 57.5 µM. 410,000 tested, 4.5% active. AID 1259415; in the data active means activity change below about -60%; inconclusive means no clear call, values can overlap the other calls; inactive means above about -39%
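Two-dose cell screen: HFF monolayers treated with compounds and infected with luciferase-expressing HCMV at 1 PFU/cell, 72 h at 37C, then lysed for luciferase measurement.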
HCV inhibitor = HCV inhibition. Huh7.5.1 HCVcc-Cre infection, luciferase reporter, 44 h. Potency, µM (highest dose often 41.8 µM), without a hit: top-dose activity change, negative = inhibition, usual class: inhibitors. 340,000 tested, 3.4% active. AID 651820; further: potency means the concentration at half of the fitted maximal effect
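HCVcc-Cre virus at an moi near 0.5 was added right after compound to cells cultured 4 h from seeding (1,000 cells/well). Luciferase activity was determined 44 h later, 15 min after substrate addition at RT.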
AMA1-RON2 inh = disrupts binding of P. falciparum AMA1 to RON2; 360,000 tested, 0.2% active; AlphaScreen AMA1-biotinylated RON2 peptide binding; Potency, µM (doses to about 58.2 µM), for inactives: at the top dose activity change, negative = inhibition, hits mostly inhibitors;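 further: potency means the concentration at half of the fitted maximal effect; 0% = vehicle wells and -100% = peptide control; nearly all actives have a fitted effect of over 45% in size; some results filed as inactive show a strong effect at the top dose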
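AMA1 (3D7) with his tag at 25 nM final met compounds first, then biotinylated RON2 peptide at 25 nM; detection used donor plus acceptor beads, 10 µg/mL apiece, read by AlphaScreen after 30 min at room temperature.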
Tb PYK inh = inhibitors of Trypanosoma brucei pyruvate kinase. Q57TT1. TbPYK enzyme, Kinase-Glo Plus ATP luminescence, 45 min. Potency, µM (doses to about 76.8 µM), for inactives: top-dose activity, negative = inhibition, most hits filed as inhibitors. 410,000 tested, 0.12% active. AID 624173; further: potency means the concentration at half of the fitted maximal effect; nearly all actives have a fitted effect of over 50% in size
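Screened from lowest to highest concentration, compounds were pinned into TbPYK/substrate mixtures, and ADP (130 uM final) was added. Plates sat at room temperature for 45 min prior to Kinase-Glo Plus detection by luminescence.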
AmpC inh no detg = AmpC beta-lactamase inhibition without detergent; AmpC nitrocefin hydrolysis, absorbance 480 nm, 0.0001% Triton; Potency, µM (titrated, usually from 57.1 µM), for the others: top-dose activity change, negative = inhibition, most hits filed as inhibitors; 330,000 tested, 0.52% active;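 further: potency means the concentration at half of the fitted maximal effect; plate controls were no compound for no effect and no enzyme for full effect; nearly all actives have a fitted effect of over 20% in size; some results filed as inactive show a strong effect at the top dose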
Target sequence (P00811 whole entry, looked up): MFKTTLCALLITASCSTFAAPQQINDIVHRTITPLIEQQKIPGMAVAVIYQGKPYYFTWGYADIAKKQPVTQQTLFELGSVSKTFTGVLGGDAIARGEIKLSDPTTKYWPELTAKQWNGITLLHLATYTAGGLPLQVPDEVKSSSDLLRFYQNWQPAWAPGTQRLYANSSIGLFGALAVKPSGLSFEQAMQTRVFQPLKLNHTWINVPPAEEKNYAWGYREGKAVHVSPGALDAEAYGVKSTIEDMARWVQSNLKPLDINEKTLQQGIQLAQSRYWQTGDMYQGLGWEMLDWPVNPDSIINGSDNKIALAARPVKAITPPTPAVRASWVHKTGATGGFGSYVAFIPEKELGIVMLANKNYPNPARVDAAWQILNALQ
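AmpC (5.3 nM in the dispensed reagent) in 20 mM phosphate pH 7.0 with 0.01% (detergent screen) or 0.0001% Triton X-100 was preincubated with compounds for 15 min at room temperature. Nitrocefin was then added from an 800 uM solution, and hydrolysis was followed at 480 nm.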
AmpC inh detg = blocks E. coli AmpC beta-lactamase in detergent assay; Potency, µM (highest dose often 114 µM), for inactives: at the highest dose activity change, negative = inhibition, hits mostly inhibitors; P00811; 370,000 tested, 0.041% active; AmpC hydrolysis of nitrocefin, absorbance 480 nm, 0.01% Triton;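 further: potency means the concentration at half of the fitted maximal effect; 0% = no-compound wells and -100% = no-enzyme wells; nearly all actives have a fitted effect of over 25% in size; some results filed as inactive show a strong effect at the top dose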
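20 mM phosphate pH 7.0 + 0.01% (detergent screen) or 0.0001% Triton X-100; 5.3 nM AmpC reagent; cpd preinc 15 min RT; nitrocefin (800 uM stock) to start; A480 q20 s × 4 min; Activity was normalised to no-enzyme and no-compound control wells.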
* = called active by the depositor; ? = inconclusive; / = not tested or not shown; [ ] = dose if it differs, or a comment. Unless noted, the call rests on the fitted dose curve; in most records, active means well fitted curve in the direction sought with a large enough effect; inconclusive means small, poorly fitted or top-dose-only effect, or another doubt; inactive means no such curve, though single readings can be large; an effect the other way counts as inactive or inconclusive. Unless noted, on the % scale 0 is the no-effect control and ±100 the full control effect.

SMILES | LmPK inhibitor | HCMV inh | HCV inhibitor | AMA1-RON2 inh | Tb PYK inh | AmpC inh no detg | AmpC inh detg
COc1ccc(-c2noc(CN(C)S(=O)(=O)c3ccc(C)cc3)n2)cc1 | 3% | -36 | ? | -16% | 4% | -7% | 2%
COc1ccccc1OCC(O)Cn1c(=N)n(CCN2CCCCC2)c2ccccc21 (stereo unspecified) | 2% | ? | 2.5µM* | 1% | 0% | 1% | ?
O=C(NC1CCCC(C(F)(F)F)C1)c1ccc([N+](=O)[O-])o1 (stereo unspecified) | / | ? | ? | 0% | -10% | 0% | /
O=C(CCn1c(=O)c2cccn2c2cccnc21)Nc1ccccc1Br | / | ? | / | / | 3% | / | -3%
COc1ccc(Cl)cc1C(=O)n1nc(C)cc1C | -1% | 9 | -11% | 3% | -2% | / | -3%
CC(C)NC(=O)[C@@H]1CSC2c3ccccc3C(=O)N21 (stereo partly specified) | -2% | -10 | 3% | -1% | -2% | -2% | -1%
O=C(NCCOc1ccc(Cl)cc1)c1ccc2c(c1)OCCO2 | / | 10 | -26% | 5% | -7% | -24% | 3%
COc1cc(CN2CCC(C(=O)NC(c3ccccc3)c3ccsc3)CC2)cc(OC)c1 (stereo unspecified) | / | -22 | / | -2% | 1% | / | /
N#Cc1ccc(COC(=O)Cn2nnc(-c3ccccc3)n2)cc1 | -1% | 24 | -6% | -9% | -8% | -21% | -8%
CC(c1nc2ccccc2c(=O)[nH]1)N1CCN(C)CC1 (stereo unspecified) | -2% | -3 | -10% | -4% | 6% | -44% | -12%
O=C(N/N=C\c1cn[nH]c1-c1ccccc1)c1cccs1 | 2% | 4 | -6% | 1% | -8% | -41% | -4%
CN(C)C1=NCCN1CCc1ccccc1 | / | -2 | 6% | 23% | 2% | -11% | ?
O=C(O)CCC(=O)Nc1ccc(N2CCCCC2)c(C(=O)O)c1 | -7% | -2 | 8% | -2% | -2% | -19% | 0%
COC(=O)c1cccc(NC(=O)/C=C/c2ccc([N+](=O)[O-])cc2)c1 | 1% | 59 | ? | 17% | 1% | -25% | -12%
Cc1csc(NC(=O)CN2C(=O)c3ccccc3S2(=O)=O)n1 | -3% | -2 | 13% | 73%[activator] | 4% | -12% | -4%
O=C(NCCCl)Nc1ccccc1OCCOc1ccccc1NC(=O)NCCCl | -3% | 18 | ? | 5% | 0% | 6% | -11%
Cc1ccc(S(=O)(=O)NCCn2nc(C)nc2C)cc1 | 0% | -8 | 17% | -11% | 7% | -12% | -2%
C[C@@H](C(=O)N1CCN(C(=O)OC(C)(C)C)CC1)n1cc(CCC(=O)O)nn1 | 7% | 41 | 14% | 12% | 0% | -14% | 2%
CCOC(=O)c1ccccc1NC(=O)Cn1c(=O)n(Cc2ccc(C(=O)NCc3ccc4c(c3)OCO4)cc2)c(=O)c2ccccc21 | / | ? | / | / | 3% | / | 24%
CCN1/C(=C/C(C)=O)Sc2ccc(OC)cc21 | -5% | 1 | 3% | 2% | 0% | -6% | 6%
CC(Nc1c([N+](=O)[O-])c(=O)oc2ccccc12)c1ccccc1 (stereo unspecified) | -6% | -21 | 0% | -1% | 3% | -44% | 1%
COCCNC(=O)c1ccccc1NC(=O)Cc1ccccc1 | 3% | -15 | 1% | 42%[activator] | 5% | -12% | 3%
Cc1ccc(C)c(OCCOCCN2CCOCC2)c1 | -6% | -33 | 1% | -9% | 1% | -4% | 8%
CN1CCN(c2nnc(-c3ccccc3)c(-c3ccccc3)n2)CC1 | 2% | 6 | 8% | -11% | 8% | 59% | 11%
COc1ccc(-n2cc(C(=O)Nc3ccccc3C#N)c3ccccc3c2=O)cc1 | / | -17 | / | / | -1% | / | 2%
CN=c1scc(-c2c[nH]c3ccccc23)n1C | 2% | 35 | 23% | -5% | -10% | -20% | -1%
COc1cccc(C(=O)Nc2ccc3nc(SCC(=O)N4CCOCC4)sc3c2)c1 | / | 25 | / | / | 1% | / | 16%
CC(C)(O)C#Cc1ccc(C(=O)N2CCC(CCC(=O)NC3CC3)CC2)cc1 | -5% | -7 | / | 3% | -1% | 8% | 2%
COc1ccc(S(=O)(=O)N(C)CC(=O)N2CCCC2)cc1 | 0% | -2 | 32%[activator] | 6% | 2% | 4% | ?
CC(C)CCN1CCC(Cc2ccccc2)(NC(=O)c2ccccc2)C1=O (stereo unspecified) | / | -15 | 4% | -4% | -10% | -5% | 0%
O=C(CS(=O)(=O)c1ccccc1)NCc1ccc(Cl)cc1 | -8% | ? | 6% | 19% | 0% | 262% | 5%
CN(CCOC(=O)c1ccco1)Cc1ccccc1 | -2% | -7 | 9% | -4% | 31%[activator] | -22% | ?
CN1CCN(C(=O)c2cnn3c(C(F)F)cc(C4CC4)nc23)CC1 | 4% | -31 | 8% | 20% | -5% | 3% | ?
O=S(=O)(NC(=NC1CCCCC1)c1ccccc1F)c1ccccc1 | 4% | -35 | 11% | -4% | 1% | -17% | 1%
C=CCn1c(SCC(=O)NCc2ccccc2)nnc1C1CCCCC1 | -3% | / | 0% | 14% | 28% | 2% | ?
COc1ccc(-n2ncc(C(=O)N3CCN(c4ccc(F)cc4)CC3)c2C)cc1 | 0% | -19 | -17% | -8% | 0% | 75%[activator] | -6%
COCc1cc(C)nc2c1C(=O)NC(c1ccc(NC(C)=O)cc1)N2Cc1ccccc1 (stereo unspecified) | / | 15 | / | / | -2% | / | 1%
N#CC(c1ccccc1)N1CCOCC1 (stereo unspecified) | -1% | -26 | 27% | -11% | 3% | -18% | -14%
COc1ccc(CNC(=O)c2cnc3n(c2=O)CCS3)cc1 | -7% | 15 | 1% | -5% | 2% | -20% | ?
N#Cc1ccc(/C=C2\CCn3c2nc2cc(C(=O)O)ccc2c3=O)cc1 | -2% | -15 | 24% | -7% | -2% | -24% | -6%
N#CCC(=O)N/N=C\c1ccc(OC/C=C/c2ccccc2)cc1 | 4% | 11 | -5% | 65%[activator] | 4% | ? | ?
Cc1cc(-c2ccccc2)[nH]c(=O)c1S(=O)(=O)c1ccc(Cl)cc1 | 3% | -24 | ? | -4% | 4% | -44% | -4%
CC1CCCCN1S(=O)(=O)c1ccc(C(=O)Nc2nnc(C3=COCCO3)o2)cc1 (stereo unspecified) | 1% | -30 | -11% | 62%[activator] | -7% | -41% | -4%
Cc1ccc2sc(-c3ccc(NC(=O)CCN4C(=O)c5ccccc5C4=O)cc3)nc2c1 | 1% | -26 | 1% | / | / | -20% | -13%
C=C(C)Cn1c2ccc(NC(=O)NCc3ccc(F)cc3)cc2c(=O)n1C | / | -2 | / | 1% | -1% | / | /
CC1(C(=O)Nc2ccc3c(c2)OCCO3)CCN1C(=O)C1(c2ccc(Cl)cc2)CC1 (stereo unspecified) | / | -10 | / | -18% | -7% | / | /
Cc1ccc(C2=NN(C)c3nc4ccccc4n3C2)cc1 | -3% | 59 | ? | 39%[activator] | -19% | -15% | 0%
NC1=Nc2cccc3cccc1c23 | -5% | -2 | ? | 2% | 7% | -23% | -4%

By substructure, the entries above with two or more sulfur atoms (2)
SMILES | LmPK inhibitor | HCMV inh | HCV inhibitor | AMA1-RON2 inh | Tb PYK inh | AmpC inh no detg | AmpC inh detg
Cc1csc(NC(=O)CN2C(=O)c3ccccc3S2(=O)=O)n1 | -3% | -2 | 13% | 73%[activator] | 4% | -12% | -4%
COc1cccc(C(=O)Nc2ccc3nc(SCC(=O)N4CCOCC4)sc3c2)c1 | / | 25 | / | / | 1% | / | 16%

Part of the list above, as tab-separated lines.
molecule	LmPK inhibitor	HCMV inh	HCV inhibitor	AMA1-RON2 inh	Tb PYK inh	AmpC inh no detg	AmpC inh detg
Cc1ccc2sc(-c3ccc(NC(=O)CCN4C(=O)c5ccccc5C4=O)cc3)nc2c1	1%	-26	1%	/	/	-20%	-13%
C=C(C)Cn1c2ccc(NC(=O)NCc3ccc(F)cc3)cc2c(=O)n1C	/	-2	/	1%	-1%	/	/
CC1(C(=O)Nc2ccc3c(c2)OCCO3)CCN1C(=O)C1(c2ccc(Cl)cc2)CC1 (stereo unspecified)	/	-10	/	-18%	-7%	/	/
Cc1ccc(C2=NN(C)c3nc4ccccc4n3C2)cc1	-3%	59	?	39%[activator]	-19%	-15%	0%

Next section
SMILES | LmPK inhibitor | HCMV inh | HCV inhibitor | AMA1-RON2 inh | Tb PYK inh | AmpC inh no detg | AmpC inh detg
CC1(C)c2ccccc2N(CC(N)=O)C12C=Cc1ccccc1O2 (stereo unspecified) | 6% | -21 | -14% | 0% | 1% | 1% | -1%
CCCCNc1cc(=O)n(C)c(=O)n1C | 0% | 59 | 2% | -11% | 3% | -12% | 0%
COc1ccc(C(=O)/C=C/Nc2cccc(C)n2)cc1OC | -10% | 80 | ? | 2% | 0% | 114%[activator] | -12%
CCCN(CCC)C1Cc2cc(OC)c(OC)cc2C1 | / | -26 | ? | -1% | -1% | / | /
CC(=O)Nc1ccccc1O | -2% | -33 | 20% | 2% | 1% | -27% | ?
COc1ccc(CC(NC(C)=O)C(=O)NC2CCN(C(=O)Nc3ccc(C#N)cc3)CC2)cc1OC (stereo unspecified) | 5% | / | -11% | -6% | 0% | -4% | -10%
O=S(=O)(c1ccc(Cl)s1)N1CCCCC1 | 7% | 15 | 9% | 22% | -2% | -36% | -3%
CCCCC(CC)C(=O)Nc1ccccc1C#N (stereo unspecified) | -4% | -9 | 9% | -5% | 5% | -10% | -8%
Cc1cc(NC(=O)/C=C/C(=O)N(CC(=O)NC2CCCC2)c2cccc3ccccc23)no1 | 4% | -29 | 4% | 18% | -3% | 12% | -3%
Cc1ccc(C(=O)c2ccc(N3CCOCC3)c(F)c2)cc1 | 1% | -37 | -4% | 23% | 3% | -1% | 6%
CCOC(=O)CNC(=O)CCNS(=O)(=O)c1ccc2c(c1)c(=O)n(C)c(=O)n2C | -4% | -13 | 18% | -7% | 0% | -8% | -14%
COc1ccc(OC)c(NC(=O)Nc2ccc(Cl)cc2)c1 | 4% | / | -29% | 9% | 0% | -32% | -13%
CC(=O)c1cccc(NC(=O)N2CCc3ccccc3C2)c1 | -3% | 77 | 4% | 0% | -10% | -21% | ?
Cc1ccccc1NC(=O)c1cc(S(=O)(=O)N2CCOCC2)cs1 | -2% | 1 | 33%[activator] | 3% | 4% | -21% | -3%
Cc1cc(/C=N/NC(=O)c2ccc(CN3CCOCC3)cc2)c(C)n1-c1ccccc1 | 2% | -29 | ? | 12% | -1% | 8% | -1%
O=S(=O)(c1ccc(Cl)cc1)N1CCN(C(=S)Nc2ccc(F)c(Cl)c2)CC1 | -1% | -62* | -1% | -5%[11.6 µM] | -9% | -31% | -9%
